Rin1-Abl PPI inh – inhibitors of human Rin1-Abl protein interaction | P00519+Q13671 | TR-FRET Rin1/Abl binding, biochemical | inhibition, % at 7.35 µM | actives 0.4% (n = 360,000) | AID 588664; in the data active = inhibition above about 5%, passing the limit was not always enough
CendR NRP1 mod – alters CendR peptide binding to human NRP-1; FAM-RPARPAR peptide binding to NRP-1, fluorescence polarization; inhibition, % at 25 µM; actives 0.85% (n = 360,000); O14786;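 active = inhibition or corrected inhibition above about 18%, plus a signal ratio from 0.5 to 1.5, limit read from the data, passing the limit was not always enough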; also: strong numbers were not always called active
SKN-1 block – C. elegans SKN-1 inhibition. C. elegans VP596 Pgst-4::GFP/RFP ratio, acrylamide-induced, 24 h. inhibition, % at 21.8 µM. actives 0.49% (n = 360,000). AID 624304;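 active = interference check ratio from 0.5 to 1.5 plus GFP to RFP signal ratio inhibition reaching or exceeding a fixed threshold, cut at about 30% in these data, passing the limit was not always enough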; also: some compounds called inactive have numbers as strong as hits
MT1-MMP act inh – MT1-MMP (human) activation inhibition | HT1080 RFP-PRO-GFP cells, GFP/RFP ratio fluorescence, overnight; percent of plate control window, DMSO zero | P50281 | AID 651647 | GFP/RFP ratio change, % at 20 µM | actives 0.061% (n = 360,000);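 active = GFP/RFP ratio change of at least 30% with cell ATP level not reduced by more than half and red fluorescence within 50% of control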; also: strong numbers were not always called active
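Assay system: HT1080 cells carrying an RFP-PRO-GFP reporter | Dosing: Single dose of 20 µM compound, 1% DMSO final | Incubation: Cells overnight before dosing, compound overnight, 37 °C, 5% CO2 | Evaluation: GFP/RFP fluorescence ratio | Control set: DMSO and RFP-L50D-GFP cell wells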
MLLE-PAM2 inh – blocks PAM2 peptide binding to the PABP1 MLLE domain; GST-MLLE / FITC-PAM2 fluorescence polarization; inhibition, % at 20 µM; actives 0.36% (n = 360,000); AID 588489; in the data active = inhibition above about 35%, passing the limit was not always enough;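 also: plate controls were DMSO wells with GST-MLLE for no effect and wells lacking GST-MLLE protein for full effect; some results filed as inactive read as strong as hits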
eLon inh – inhibitors of E. coli Lon protease. purified E. coli Lon protease, fluorescence polarization. inhibition, % at 7.94 µM. actives 0.42% (n = 360,000). AID 602123; in the data active = inhibition above about 13%, passing the limit was not always enough;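 also: 0% = enzyme with probe and DMSO and 100% = no enzyme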
Neddyl block – cullin neddylation inhibition; P61081+Q13564; TR-FRET cullin neddylation, biochemical; calls only at 25 µM; actives 0.58% (n = 360,000); in the data active = inhibition above about 36%
Target sequence (P61081 whole entry, looked up): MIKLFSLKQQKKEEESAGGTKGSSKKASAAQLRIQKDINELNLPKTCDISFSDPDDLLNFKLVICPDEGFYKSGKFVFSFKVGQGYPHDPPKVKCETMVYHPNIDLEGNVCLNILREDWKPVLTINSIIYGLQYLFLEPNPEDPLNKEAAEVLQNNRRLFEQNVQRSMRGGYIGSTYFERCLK
Target sequence (Q13564 whole entry, looked up): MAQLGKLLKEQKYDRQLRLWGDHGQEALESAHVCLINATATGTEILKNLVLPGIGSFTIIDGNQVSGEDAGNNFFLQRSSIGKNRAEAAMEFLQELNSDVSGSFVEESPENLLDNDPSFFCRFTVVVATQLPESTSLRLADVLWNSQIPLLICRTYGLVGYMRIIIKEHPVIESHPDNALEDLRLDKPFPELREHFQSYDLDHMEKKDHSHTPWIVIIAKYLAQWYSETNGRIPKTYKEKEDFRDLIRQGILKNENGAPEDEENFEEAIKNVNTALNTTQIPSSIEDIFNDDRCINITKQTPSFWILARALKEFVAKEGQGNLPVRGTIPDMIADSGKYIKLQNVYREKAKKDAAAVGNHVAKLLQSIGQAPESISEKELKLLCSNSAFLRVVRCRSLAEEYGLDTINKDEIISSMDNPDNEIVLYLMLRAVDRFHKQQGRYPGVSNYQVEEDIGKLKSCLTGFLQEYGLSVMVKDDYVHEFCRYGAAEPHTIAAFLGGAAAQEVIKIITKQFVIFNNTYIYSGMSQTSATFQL
bovine MsrA act – bovine methionine sulfoxide reductase A activation; purified bovine MsrA, absorbance read-out; actives 0.3% (n = 360,000); activation, % at 10.6 µM; in the data active = activation above about 7.5%;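 also: 0% = vehicle and 100% = reference activator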
FAS TE block – blocks the thioesterase domain of human fatty acid synthase; recombinant FAS-TE, OMFH fluorogenic substrate, fluorescence endpoint; inhibition, % at 15 µM; P49327; AID 602261; actives 0.67% (n = 360,000);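 active = compounds whose normalised, plate-corrected inhibition of enzyme fluorescence in the single-dose primary screen is 50% or more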;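 also: 0% = DMSO with enzyme and 100% = substrate without enzyme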
Numbers without * were called inactive; i = inactive; nt = no result given; + = active, no number.

SMILES	Rin1-Abl PPI inh	CendR NRP1 mod	SKN-1 block	MT1-MMP act inh	MLLE-PAM2 inh	eLon inh	Neddyl block	bovine MsrA act	FAS TE block
CCOc1ccc(C2c3[nH]c4ccccc4c3CCN2Cc2cccn2-c2ncccn2)cc1 (centres undefined)	0	-4	-16	-6	-17	-7	i	-10	12
CCOCC(=O)Nc1nc2ccccc2s1	0	12	-7	4	11	4	i	0	-9
COc1ccc(CNCCNC(=O)c2nonc2N)cc1OC	-2	0	-27	-3	-2	-5	i	-13	-10
O=C(CSc1ccccn1)Nc1nc2ccccc2s1	0	-8	-2	1	6	0	i	-1	4
Cc1nc(-c2ccc(S(=O)(=O)Nc3cc(S(=O)(=O)N(C)C)ccc3C)s2)cs1	2	6	-6	3	-16	7	i	-4	3
Cc1ccc(C(=O)Nc2ccc(C(=O)N/N=C/c3cccnc3)cc2)cc1	4	-1	-16	2	-96	8	i	-13	-7
COc1cc(Nc2nc3ccccc3n3nnnc23)cc(OC)c1OC	-1	-83	-8	-4	-30	-79	nt	-8	-8
O=C(COC(=O)c1ccc(Br)o1)Nc1ccc2c(c1)OCCO2	1	4	0	-5	4	-4	i	-9	-1
S=C(NCCN1CCOCC1)Nc1cccc(Cl)c1	-2	2	7	-9	5	-13	i	0	-7
COc1cc2c(cc1OC)CN(C(=O)CSc1nnc3scc(-c4ccccc4)n13)CC2	1	-7	-17	0	11	-13	i	-7	-12
COc1ccc(-c2noc(N3CCC(C(=O)NCCCN4CCC(C)CC4)CC3)n2)cc1	3	10	9	7	7	4	i	-3	-2
COc1cc2c(cc1OC)CN(CC(=O)Nc1cccc(C)c1)CC2	6.5*	-7	-3	-7	-1	-15	i	-6	-3
Cc1ccc(-c2nnn(CC(=O)N3CCN(c4ccccc4)CC3)n2)o1	1	-6	-7	-2	-1	-2	i	-8	-4
Cc1ccc(NC(=S)NC2CCCCC2)cc1S(=O)(=O)N(C)C	-2	-6	3	-5	21	0	i	-2	10
Cn1c(CSc2nc3ccccc3s2)nnc1SCC(=O)NCc1cccnc1	5	-2	3	2	-17	-2	i	3	-6
CN(CC1COCCO1)C(=O)c1cc(COc2c(F)cccc2F)on1 (centres undefined)	2	-6	10	2	-4	3	i	-8	-6
CCC(=O)N1CCN(c2ccccc2NC(=O)COc2cccc(C)c2)CC1	-3	4	1	-4	8	1	i	-3	2
Cc1nc2ccc(NC(=O)c3oc4ccc(F)cc4c3C)cc2s1	-3	-2	-4	-2	-49	4	i	-9	2
O=C(Nc1ccc(Cl)c(Cl)c1)C1CCN(C(=O)c2ccco2)CC1	0	2	18	3	-2	-14	i	-1	3
COc1ccc(N(CC(=O)NC2CCCC2)C(=O)CCC(=O)Nc2cc(C)on2)cc1OC	2	1	13	-1	-1	-4	i	-1	-7
CC(C)(C)OC(=O)NCCCCCc1nnc(SCC(N)=O)o1	4	9	5	8	6	-3	i	-1	-4
O=C(CCCOc1ccccc1)NC(=S)Nc1ccccc1	1	7	-7	10	15	2	i	-1	17
CCOC(=O)C(Cc1ccc(NC(C)=O)cc1)N1C(=O)c2ccccc2C1=O (centres undefined)	1	-7	0	-3	0	0	i	-2	-7
CCN(C(=O)COC(=O)c1ccc(OC)c(S(=O)(=O)N(C)Cc2ccccc2)c1)C1CCS(=O)(=O)C1 (centres undefined)	-1	5	-23	2	9	-3	i	-9	1
Cc1c(NC(=O)C2CCCCN2S(=O)(=O)c2ccc(Cl)cc2)c(=O)n(-c2ccccc2)n1C (centres undefined)	-4	-4	6	-1	-4	-6	i	-4	-7
Following part.
SMILES	Rin1-Abl PPI inh	CendR NRP1 mod	SKN-1 block	MT1-MMP act inh	MLLE-PAM2 inh	eLon inh	Neddyl block	bovine MsrA act	FAS TE block
COc1ccc(CNC(=O)COC(=O)c2ccc(F)c(S(=O)(=O)N3CCOCC3)c2)cc1	3	-6	4	2	-3	-13	i	-1	-6
CCN1/C(=C2/SC(=S)N(NC(C)=O)C2=O)Sc2ccc(OC)cc21	-12	12	17	-21	-72	-31	i	-3	-6
COc1cc(-c2onc3ccc(Br)cc23)cc(OC)c1OC	0	11	-2	-7	-2	-2	i	-4	7
O=C(NCCCO)C(=O)NCCc1ccc(Cl)cc1	0	8	-6	1	2	-6	i	-3	-8
CC(C)(C)NC(=O)CN1CCCN(C(=O)c2cccc(S(=O)(=O)N3CCc4ccccc43)c2)CC1	-1	-1	6	4	-8	3	i	1	1
CC1C=CCC2C(=O)N(c3cccc(C(=O)Nc4ccc(F)cc4)c3)C(=O)C12 (centres undefined)	0	8	-9	0	-1	5	i	-1	4
COc1cccc2cc(-c3cn4cccc(C)c4n3)c(=O)oc12	0	-3	-5	4	-2	-2	+	-4	-6
NC1=NC[C@H](Cc2ccccc2)N1CCc1cccc(F)c1	0	14	20	1	-11	-4	i	-2	-16
Cc1ccc(NC(=O)COC(=O)CCn2c(C)csc2=O)cc1S(=O)(=O)N1CCOCC1	-3	-2	4	3	-6	-4	i	-1	-9
O=C(CN(C(=O)CCC(=O)Nc1nccs1)c1ccccc1F)NCc1ccccc1	-3	10	-1	-1	1	-4	i	-1	-5
Cc1cccc(NC(=O)Cn2c(=O)oc3ccccc32)c1	0	0	-18	0	-10	-9	i	-1	-2
CN1CCN(S(=O)(=O)c2ccc(Oc3ccc(F)c(Cl)c3)nc2)CC1	3	1	4	5	-18	-1	i	-2	0
CC(=O)Nc1ccc(NC(=O)CSc2nnc(-c3ccco3)n2Cc2ccco2)cc1	2	2	11	-4	-16	-5	i	-3	-4
N#Cc1ccc(NC(=S)NC(=O)C2CCCCC2)cc1	1	-2	17	-5	22	14	i	-2	13
Cc1cccn2c(=O)c3cc(C#N)c(=N)n(CCN4CCOCC4)c3nc12	1	3	-4	7	-1	-4	nt	-5	-8
O=C(NCc1cccc(Cl)c1)NC(=O)c1csc([N+](=O)[O-])c1	5	-6	-2	4	3	-2	i	0	-9
COc1cccc(-c2cc(C(F)(F)F)n3ncc(S(=O)(=O)c4ccccc4)c3n2)c1	-3	-29	14	-2	-11	-2	nt	-4	-16
O=S(=O)(Nc1nc2ccccc2nc1Cl)c1ccccc1C(F)(F)F	-4	7	4	5	2	-13	i	-3	-6
Cc1ccc(NC(=O)c2ncn(CCCNCC3CCCO3)n2)cc1C (centres undefined)	-3	4	15	3	-4	-6	i	-5	-13
CC(=O)Oc1ccc2c(=O)oc(-c3ccccc3)nc2c1	-1	18	8	2	-2	-7	i	-3	7
COc1ccc(CN(C)CCc2ccccn2)c(OC)c1OC	-1	0	13	2	4	5	i	-4	-8
Cc1cc(C)c(C)c(OCC(O)CN2CCN(c3ccccn3)CC2)c1 (centres undefined)	-3	3	14	2	-3	-1	i	-2	-2
COc1cccc(N2CCN(C(=O)C3CCCN(S(=O)(=O)c4ccc5c(c4)oc(=O)n5C)C3)CC2)c1 (centres undefined)	1	14	-17	2	-4	-5	i	-3	6
Cc1ccc(-c2nnn(CCC(=O)Nc3ccc4c(c3)OCO4)n2)cc1	1	7	5	-4	-11	10	i	-2	-3
COc1ccc(N(CC(=O)Nc2cccnc2)S(=O)(=O)c2ccccc2)cc1OC	0	-1	6	7	-15	-1	i	0	-3

An excerpt from above, showing only bovine MsrA act.
compound	bovine MsrA act
Cc1cccc(NC(=O)Cn2c(=O)oc3ccccc32)c1	-1
CN1CCN(S(=O)(=O)c2ccc(Oc3ccc(F)c(Cl)c3)nc2)CC1	-2
CC(=O)Nc1ccc(NC(=O)CSc2nnc(-c3ccco3)n2Cc2ccco2)cc1	-3
N#Cc1ccc(NC(=S)NC(=O)C2CCCCC2)cc1	-2

Next results follow:
SMILES	Rin1-Abl PPI inh	CendR NRP1 mod	SKN-1 block	MT1-MMP act inh	MLLE-PAM2 inh	eLon inh	Neddyl block	bovine MsrA act	FAS TE block
O=C(NC(=S)Nn1cnc2c(cnn2-c2ccccc2)c1=O)c1ccc(Oc2ccccc2)cc1	2	6	-6	-1	35	-2	i	-3	-4
COC(=O)COc1ccc(C2NC(=O)NC(c3ccccc3)=C2C(C)=O)cc1OC (centres undefined)	0	12	-9	-7	-7	-5	i	0	-7
COc1ccccc1-c1ccc(=O)n(CC(=O)NC(C)(C)C)n1	-1	1	1	-1	13	-4	i	-8	-6
CCN(CC)C(=O)Cn1cnc2sc(C(=O)Nc3cc(OC)c(OC)c(OC)c3)c(C)c2c1=O	-2	16	3	1	0	-4	i	-2	-9
COc1ccc(S(=O)(=O)N2CCc3ccccc32)cc1C(=O)N(CC(C)C)C1CCS(=O)(=O)C1 (centres undefined)	1	0	7	4	-27	1	i	0	3
CCC(C)Nc1nc(N)c([N+](=O)[O-])c(N2CCCCCC2)n1 (centres undefined)	1	-3	14	5	-1	-13	i	-4	4
CC(C)Cc1nc(C(N)=O)c2[nH]c(=O)n(-c3ccc(F)cc3)c2n1	2	8	-15	0	-2	0	i	1	-2
COc1ccc(OC)c(S(=O)(=O)NCC(c2ccc(F)cc2)N2CCN(C)CC2)c1 (centres undefined)	2	10	5	-1	2	16	i	-3	-10
Cc1nn(-c2cccc(C(=O)O)c2)c(C)c1[N+](=O)[O-]	-2	-6	2	4	15	-3	i	-1	-4
CCc1nnc(NC(=O)c2cc3ccccc3oc2=O)s1	1	4	-18	0	-1	-1	i	-3	-2
O=C(COc1ccc(F)cc1)N/N=C/c1cccc2cccnc12	1	5	11	3	-7	11	i	-3	1
Cn1nnnc1Sc1ncnc2scc(-c3ccsc3)c12	3	2	15	-5	6	-9	i	0	-1
CC1CCN(c2nc(-c3ccc(F)cc3)cc(C(F)(F)F)n2)CC1	3	-12	-5	-1	5	-8	i	-1	17
CCN(C(=O)c1ccc2c(=O)n3c(nc2c1)CCCCC3)c1cc(OC)ccc1OC	-1	15	6	2	-6	9	i	-1	37
CCn1nc(C(=O)Nc2nc(-c3ccccn3)cs2)c2ccccc2c1=O	3	-10	0	3	8	4	i	-10	6
CNS(=O)(=O)c1cccc(C(=O)OCC(=O)/C=C2/N(C)c3ccccc3C2(C)C)c1	0	-6	28	8	-12	6	i	-4	17
CNC(C)C(=O)NC(C(=O)N1CCCC1C(=O)NC1CCCc2ccccc21)C(C)C (centres undefined)	3	17	1	15	-3	-17	i	2	-5
CCNC(=S)N1CCN(S(=O)(=O)c2ccc(Cl)s2)CC1	0	-1	-21	-7	-143	4	i	-8	-3
COc1ccc2ncc(OC(C)=O)cc2c1	-1	17	19	-1	-6	-9	i	-5	-16
CC(C)(C)C1CCC(C(=O)OCC(=O)c2ccc[nH]2)CC1 (centres undefined)	1	-1	1	4	-6	-8	i	1	27
O=S(=O)(NCc1ccccn1)c1ccc2c(c1)OCCO2	5	-2	-25	-1	-11	-2	i	-10	-13
CC(C)(C)[C@@H]1C=C(C(=O)N2CCN(Cc3ccccc3)CC2)O[C@H](OCc2ccc(CO)cc2)C1	5	-1	8	-1	4	-15	i	-1	5
CCC(C)(C)n1nnnc1C(c1cccnc1)N1CCN(c2cccc(C(F)(F)F)c2)CC1 (centres undefined)	-3	2	3	-8	-4	1	i	2	11
Nc1ccc(NC(=O)Nc2ccc(N)cc2)cc1	3	-9	6	3	-11	9	i	-2	-4
COc1ccc(Cl)cc1-c1nc(-c2ccc(NC(=O)c3cccs3)cc2)no1	-2	-3	-8	7	2	14	nt	7	12
COc1ccc2ccccc2c1/C=N/O	-4	7	-4	2	5	7	i	-1	-1
CC1CC(C)CN(C(=O)CN(C)S(=O)(=O)c2ccc3c(c2)c(=O)n(C)c(=O)n3C)C1 (centres undefined)	-5	-10	-4	1	2	-21	i	-4	0
Cc1ccc(C(C)(C)C)cc1S(=O)(=O)Nc1nc2ccccc2nc1Cl	-1	-5	-8	-7	7	0	i	-5	0
Cc1cccc[n+]1CC(=O)c1ccc(Cl)cc1	0	1	0	-7	10	-1	i	-8	-6

The order is random (roughly 4% active in at least one column).
